Screens as filed in PubChem.
CRFBP-R2 agonist: agonists of human CRF-binding protein/CRF-R2 receptor complex | HEK293 CRF-R2/CRF-BP, calcium dye fluorescence (FLIPR); percent of saturating CRF peptide response | activation, % at 13.2 µM | actives 0.46% (n = 350,000);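 active = activation of at least 50%, plus an integration ratio under a set limit after plate pattern correction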;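 note: plate controls were neutral control wells without compound for no effect and CRF at EC100 for full effect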
TAAR1 antag: antagonists of human TAAR1. Q96RJ0. CHO RD-HGA16 TAAR1, Fluo-8 calcium fluorescence, antagonist. inhibition, % at 3 µM. actives 1.5% (n = 360,000). AID 624466;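 active = inhibition above a per-plate cutoff, the mean inhibition of test compounds on that plate plus 3 SD, cut at about 49% in these data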;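 note: 0% = DMSO plus EC80 beta-PEA response and 100% = DMSO alone without agonist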
Target sequence (Q96RJ0 whole entry, looked up): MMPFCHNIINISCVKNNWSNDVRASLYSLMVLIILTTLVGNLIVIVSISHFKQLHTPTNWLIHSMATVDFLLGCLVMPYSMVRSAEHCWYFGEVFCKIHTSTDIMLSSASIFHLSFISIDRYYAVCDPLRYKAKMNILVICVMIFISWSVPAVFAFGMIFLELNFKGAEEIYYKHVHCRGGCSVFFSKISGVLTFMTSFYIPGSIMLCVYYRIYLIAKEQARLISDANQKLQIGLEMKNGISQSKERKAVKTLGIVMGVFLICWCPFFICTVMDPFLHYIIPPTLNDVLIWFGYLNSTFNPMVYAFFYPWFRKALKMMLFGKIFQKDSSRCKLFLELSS
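Test system: CHO RD-HGA16 cells bearing hTAAR1 | Reagent: β-PEA, EC80 | Compound dosing: 3 µM, single point | Schedule: Dye loading 75 min at 37 °C, then 30 min room temperature | Signal: Calcium fluorescence with Fluo-8 | Evaluation: Percent inhibition of PEA-evoked calcium signal, max/basal emission ratio | Control set: DMSO-only wells and EC80 β-PEA-stimulated wells | Repeats: Singlicate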
CHRM5 agonist: CHRM5 agonism in calcium assay | P08912 | CHO-K1 hM5 cells, Fluo-8 calcium fluorescence; 0% DMSO wells, 100% maximal acetylcholine response | activation, % at 3 µM | actives 0.19% (n = 360,000) | AID 624037;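 active = activation above the run's mean over test compounds plus 3 SD, cut at about 23% in these data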;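 note: signal is peak over basal fluorescence ratio across the kinetic read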
Target sequence (P08912 whole entry, looked up): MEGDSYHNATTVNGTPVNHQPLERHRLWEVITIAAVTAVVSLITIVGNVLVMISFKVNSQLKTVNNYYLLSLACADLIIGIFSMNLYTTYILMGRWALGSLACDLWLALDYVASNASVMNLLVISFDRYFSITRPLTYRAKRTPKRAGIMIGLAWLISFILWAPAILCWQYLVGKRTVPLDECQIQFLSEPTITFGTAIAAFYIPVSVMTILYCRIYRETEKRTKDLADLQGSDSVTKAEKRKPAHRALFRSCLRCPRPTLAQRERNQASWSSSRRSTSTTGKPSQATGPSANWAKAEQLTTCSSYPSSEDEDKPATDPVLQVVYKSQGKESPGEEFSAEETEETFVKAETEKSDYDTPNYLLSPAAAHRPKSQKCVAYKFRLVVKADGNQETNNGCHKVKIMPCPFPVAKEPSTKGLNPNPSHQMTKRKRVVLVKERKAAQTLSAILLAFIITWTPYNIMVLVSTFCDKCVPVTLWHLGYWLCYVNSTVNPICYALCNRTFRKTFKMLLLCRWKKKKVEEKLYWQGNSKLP
M1 PAM parental: M1 PAM counterscreen hit in parental CHO-K1 cells | ATP EC20, Fluo-8 calcium fluorescence; 0% at ATP EC20, 100% at ATP max | activation, % at 3 µM | actives 0.02% (n = 360,000) | AID 602247;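 active = activation above the run cutoff, the mean activation of all test compounds plus 3 SD, cut at about 40% in these data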;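 note: peak over basal fluorescence ratio in a 140 s read after ATP addition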
CHRM5 antagonist: CHRM5 antagonism in calcium assay; inhibition, % at 3 µM; CHO-hM5 cells, Fluo-8 calcium fluorescence, ACh EC80; AID 624040; actives 0.59% (n = 360,000);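 active = inhibition above a per-plate cutoff, the mean of that plate's test compounds plus 3 SD, cut at about 27% in these data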;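 note: 0% = acetylcholine EC80 with DMSO and 100% = DMSO without agonist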
M4 PAM: CHRM4 positive allosteric modulation | CHO-K1 hM4/Gqi5, Fluo-8 calcium fluorescence, ACh EC20; 0% = ACh EC20, 100% = maximal ACh | activation, % at 3 µM | actives 0.4% (n = 360,000);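 active = activation above its plate's cutoff, the mean activation of sample wells plus 3 SD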; note: some results filed as inactive read as strong as hits
CHRM5 PAM: CHRM5 positive allosteric modulation. AID 624038. CHO-K1 hM5, Fluo-8 calcium, ACh EC20 PAM; 0% = ACh EC20, 100% = ACh EC100. activation, % at 3 µM. actives 0.3% (n = 360,000). P08912;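 active = activation above the run cutoff, the mean activation of all test compounds plus 3 SD, cut at about 18% in these data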
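Test system: CHO-K1 hM5 cells / Doses: single-point, 3 µM nominal / Times: Post-acetylcholine fluorescence recording 140 s / Technique: Fluo-8 calcium fluorescence / Measure: Max/basal fluorescence ratio as % of EC20–EC100 ACh window / Benchmarks: low control EC20 acetylcholine (0%), high control EC100 acetylcholine (100%) / Replicates: one well per compound, no replicates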
CRFBP-R2 block: CRF-BP/CRF-R2 complex antagonism; inhibition, % at 11.8 µM; HEK293 CRF-R2/CRF-BP, CRF-induced calcium fluorescence; actives 0.59% (n = 350,000); AID 588475;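 active = inhibition of the ligand-induced calcium signal above about 50% at the single tested concentration, limit read from the data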
TAAR1 agonist: agonists of human TAAR1; activation, % at 3 µM; Q96RJ0; actives 0.99% (n = 360,000); AID 624467; CHO RD-HGA16 TAAR1, Fluo-8 calcium fluorescence; vehicle wells 0%, saturating PEA agonist 100%;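 active = activation above the mean activation of all test compounds in the run plus 3 SD, cut at about 38% in these data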
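Benchmarks: low control DMSO, high control PEA (EC100); System: CHO RD-HGA16 cells carrying human TAAR1 plus Gα16; Detection: Fluo-8 fluorescence, 5 s baseline then 140 s kinetic read; Schedule: 17-24 h plating, Fluo-8 75 min 37 °C, 30 min RT; Read-out basis: % activation from peak over basal fluorescence ratio, DMSO-to-PEA scaled.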
Active calls of the source: *.

What do the screens show for `CN1CCNC(=O)C1CC(=O)NCCC1=CCCCC1` (centres undefined)?
CRFBP-R2 agonist: 6.5; TAAR1 antag: -5; CHRM5 agonist: -9; M1 PAM parental: 2; CHRM5 antagonist: 8; M4 PAM: 4; CHRM5 PAM: 6; CRFBP-R2 block: -26; TAAR1 agonist: 24

How did Cc1cc(C(=O)NNC(=O)[C@H](C)NC(=O)c2ccc(Br)cc2)c(C)o1 do in these assays?
CRFBP-R2 agonist: -6.2; TAAR1 antag: -4; CHRM5 agonist: 1; M1 PAM parental: 18; CHRM5 antagonist: 11; M4 PAM: 20; CHRM5 PAM: 4; CRFBP-R2 block: -11; TAAR1 agonist: 5

Results for C=C[C@@H]1c2cccc(C)c2N(S(=O)(=O)c2ccc(C)cc2)[C@H](c2ccc(OC(C)=O)cc2)C1(C#N)C#N ?
CRFBP-R2 agonist: 2.2; TAAR1 antag: 4; CHRM5 agonist: -4; M1 PAM parental: -16; CHRM5 antagonist: 11; M4 PAM: -2; CHRM5 PAM: 1; CRFBP-R2 block: 5; TAAR1 agonist: 0

How did CCc1nnc(NC(=O)CSc2nnc(CCc3nc4ccccc4[nH]3)n2C)s1 do in these assays?
CRFBP-R2 agonist: -0.7; TAAR1 antag: -25; CHRM5 agonist: 0; M1 PAM parental: 4; CHRM5 antagonist: -2; M4 PAM: -3; CHRM5 PAM: 1; CRFBP-R2 block: 10; TAAR1 agonist: 5

What do the screens show for `COc1cc(NC(=O)c2cc(-c3cc(F)ccc3OC(C)C)n[nH]2)cc(OC)c1OC`?
TAAR1 antag: 35; CHRM5 agonist: 2; M1 PAM parental: -3; CHRM5 antagonist: 8; M4 PAM: -7; CHRM5 PAM: -5; TAAR1 agonist: 29

What do the screens show for `O=C(COc1ccc(-c2nnco2)cc1)NC1CCCc2ccccc21` (centres undefined)?
CRFBP-R2 agonist: -0.3; TAAR1 antag: -16; CHRM5 agonist: 2; M1 PAM parental: 6; CHRM5 antagonist: -2; M4 PAM: -9; CHRM5 PAM: -5; CRFBP-R2 block: 27; TAAR1 agonist: 5

Results for Cc1c(C(=O)N(C)C2CCCCC2)sc2ncnc(N3CCN(c4ccccc4F)CC3)c12 ?
CRFBP-R2 agonist: 1.3; CHRM5 agonist: -2; M1 PAM parental: -14; CHRM5 antagonist: 22; M4 PAM: -8; CHRM5 PAM: -10; CRFBP-R2 block: -6

What do the screens show for `COc1ccc(NC(=O)C2CC(c3c(F)cccc3Cl)=NO2)cc1OC` (centres undefined)?
CRFBP-R2 agonist: -1.7; TAAR1 antag: -5; CHRM5 agonist: 4; M1 PAM parental: -6; CHRM5 antagonist: 16; M4 PAM: -10; CHRM5 PAM: -9; CRFBP-R2 block: -2; TAAR1 agonist: 11

Results for CC(C)Cn1nc(C(=O)Nc2cccc(S(=O)(=O)N3CCCC3)c2)c2ccccc2c1=O ?
CRFBP-R2 agonist: 7.6; TAAR1 antag: 32; CHRM5 agonist: 4; M1 PAM parental: -18; CHRM5 antagonist: 11; M4 PAM: 9; CHRM5 PAM: -5; CRFBP-R2 block: -37; TAAR1 agonist: 4

How did COc1ccc(NC(=O)CC(C)C)c(OC)c1 do in these assays?
CRFBP-R2 agonist: -0.7; TAAR1 antag: 4; CHRM5 agonist: -2; M1 PAM parental: -6; CHRM5 antagonist: 2; M4 PAM: 6; CHRM5 PAM: 2; CRFBP-R2 block: -6; TAAR1 agonist: 6

How did COCCNC(=O)Cn1cc2c(n1)CCCCC2 do in these assays?
CRFBP-R2 agonist: 1.2; TAAR1 antag: -7; CHRM5 agonist: 2; M1 PAM parental: 12; CHRM5 antagonist: 0; M4 PAM: -1; CHRM5 PAM: -3; CRFBP-R2 block: -5; TAAR1 agonist: 0

How did NC(=O)CCS(=O)(=O)CCN1CCN(S(=O)(=O)c2ccc3c(c2)CCC3)CC1 do in these assays?
CRFBP-R2 agonist: -0.2; TAAR1 antag: 18; CHRM5 agonist: 0; M1 PAM parental: 0; CHRM5 antagonist: -4; M4 PAM: 4; CHRM5 PAM: 2; CRFBP-R2 block: 1; TAAR1 agonist: 0

What do the screens show for `CS(=O)(=O)N(Cc1ccco1)CC(O)Cn1c2ccccc2c2ccccc21` (centres undefined)?
CRFBP-R2 agonist: 0.1; TAAR1 antag: 6; CHRM5 agonist: 4; M1 PAM parental: -8; CHRM5 antagonist: 4; M4 PAM: -4; CHRM5 PAM: -3; CRFBP-R2 block: -9; TAAR1 agonist: 14

Results for CNC(=O)NNC(=O)c1csc(-c2ccc(C(F)(F)F)cc2Cl)n1 ?
CRFBP-R2 agonist: 0.8; TAAR1 antag: -5; CHRM5 agonist: -3; M1 PAM parental: 15; CHRM5 antagonist: 10; M4 PAM: -1; CHRM5 PAM: 2; CRFBP-R2 block: -10; TAAR1 agonist: 0

What do the screens show for `CCc1cccc2c(SCC(=O)NCC3CCCO3)nc(-c3ccc(F)cc3)nc12` (centres undefined)?
CRFBP-R2 agonist: 1.3; TAAR1 antag: -22; CHRM5 agonist: 0; M1 PAM parental: 13; CHRM5 antagonist: 0; M4 PAM: 2; CHRM5 PAM: -2; CRFBP-R2 block: 7; TAAR1 agonist: 21

How did Cc1[nH]n(-c2c(Cl)cc(Cl)cc2Cl)c(=O)c1C=Nc1ccc(S(=O)(=O)N2CCOCC2)cc1 do in these assays?
CRFBP-R2 agonist: -0.1; TAAR1 antag: -17; CHRM5 agonist: -1; M1 PAM parental: -11; CHRM5 antagonist: 1; M4 PAM: -1; CHRM5 PAM: -4; CRFBP-R2 block: 20; TAAR1 agonist: -2

Results for O=C(Nc1cccc(C(F)(F)F)c1)c1cccc2c(-c3cccnc3)coc12 ?
CHRM5 agonist: 0; M1 PAM parental: 4; CHRM5 antagonist: 6; M4 PAM: -6; CHRM5 PAM: -4

How did CCC(C)C(=O)Nc1nnc(SCC(=O)NC2CCCCC2)s1 (centres undefined) do in these assays?
CRFBP-R2 agonist: -0.9; TAAR1 antag: -4; CHRM5 agonist: -2; M1 PAM parental: -2; CHRM5 antagonist: 8; M4 PAM: 1; CHRM5 PAM: 4; CRFBP-R2 block: 6; TAAR1 agonist: 2

What do the screens show for `COc1ccc(/C=C/C(=O)OCC(=O)Nc2cccc(Oc3ccccc3)c2)c(OC)c1`?
CRFBP-R2 agonist: 2.0; TAAR1 antag: 9; CHRM5 agonist: -3; M1 PAM parental: 24; CHRM5 antagonist: 7; M4 PAM: 5; CHRM5 PAM: -8; CRFBP-R2 block: -16; TAAR1 agonist: 6

How did COc1cc(/C=C/C(=O)O)cc(S(=O)(=O)NCc2ccco2)c1OC do in these assays?
CRFBP-R2 agonist: -0.8; TAAR1 antag: -10; CHRM5 agonist: -1; M1 PAM parental: 15; CHRM5 antagonist: 5; M4 PAM: 3; CHRM5 PAM: 7; CRFBP-R2 block: 19; TAAR1 agonist: 1

Results for c1cc(CN2CCCCC2)cc(OCCCNc2nc3ccccc3s2)c1 ?
CRFBP-R2 agonist: 4.2; TAAR1 antag: -1; CHRM5 agonist: -1; M1 PAM parental: -9; CHRM5 antagonist: 2; M4 PAM: -10; CHRM5 PAM: -6; CRFBP-R2 block: -24; TAAR1 agonist: 7

How did O=C(Nc1ccccc1)c1sccc1Oc1ccc([N+](=O)[O-])cc1F do in these assays?
CRFBP-R2 agonist: -1.4; TAAR1 antag: 37; CHRM5 agonist: -10; M1 PAM parental: 21; CHRM5 antagonist: -2; M4 PAM: -21; CHRM5 PAM: -18; CRFBP-R2 block: 64*; TAAR1 agonist: 7

Results for COc1ccc(-c2nnc(N)s2)cc1OC ?
CRFBP-R2 agonist: 0.2; TAAR1 antag: -9; CHRM5 agonist: 2; M1 PAM parental: 16; CHRM5 antagonist: 8; M4 PAM: 5; CHRM5 PAM: -11; CRFBP-R2 block: 2; TAAR1 agonist: 2

What do the screens show for `CCN(CC)C(=O)c1cccc(-c2csc(C(C)(O)c3cccc(OC)c3)n2)c1` (centres undefined)?
TAAR1 antag: 78*; CHRM5 agonist: 8; M1 PAM parental: -11; CHRM5 antagonist: 15; M4 PAM: -11; CHRM5 PAM: -20; TAAR1 agonist: 13

What do the screens show for `CCOC(=O)Cc1c(C)nc2c(-c3cccc(Br)c3)c[nH]n2c1=O`?
CRFBP-R2 agonist: -3.9; TAAR1 antag: 24; CHRM5 agonist: -3; M1 PAM parental: 2; CHRM5 antagonist: -5; M4 PAM: -1; CHRM5 PAM: -5; CRFBP-R2 block: 24; TAAR1 agonist: 1

How did O=C(Cn1nnc(-c2ccncc2)n1)NCCc1ccccc1 do in these assays?
CRFBP-R2 agonist: -0.1; TAAR1 antag: 4; CHRM5 agonist: 1; M1 PAM parental: 7; CHRM5 antagonist: 12; M4 PAM: -5; CHRM5 PAM: -9; CRFBP-R2 block: 3; TAAR1 agonist: 14

What do the screens show for `O=C(O)C(Cc1cc(Cl)ccc1Cl)Sc1nc2ccccc2[nH]1` (centres undefined)?
CRFBP-R2 agonist: -0.7; TAAR1 antag: 10; CHRM5 agonist: 1; M1 PAM parental: 4; CHRM5 antagonist: 3; M4 PAM: -5; CHRM5 PAM: -1; CRFBP-R2 block: 17; TAAR1 agonist: 2

What do the screens show for `Nc1ncnc2c1ncn2CCNCCc1ccccc1`?
CRFBP-R2 agonist: 7.1; TAAR1 antag: -16; CHRM5 agonist: -5; M1 PAM parental: 6; CHRM5 antagonist: 2; M4 PAM: 1; CHRM5 PAM: -3; CRFBP-R2 block: 15; TAAR1 agonist: 46*

What do the screens show for `Cc1ccc(C(=O)NNC(=O)c2cccc(C)c2)cc1`?
CRFBP-R2 agonist: -3.9; TAAR1 antag: 2; CHRM5 agonist: 2; M1 PAM parental: 12; CHRM5 antagonist: 3; M4 PAM: -1; CHRM5 PAM: 3; CRFBP-R2 block: 5; TAAR1 agonist: 4

Results for CC(C)=CCN1CCN(Cc2cccn2-c2ccccn2)CC1CCO (centres undefined) ?
CRFBP-R2 agonist: -0.3; TAAR1 antag: -28; CHRM5 agonist: 1; M1 PAM parental: 8; CHRM5 antagonist: 4; M4 PAM: -3; CHRM5 PAM: 7; CRFBP-R2 block: -9; TAAR1 agonist: 1

Results for CCCn1c(N)c(Sc2ccccc2[N+](=O)[O-])c(=O)n(CCC)c1=O ?
CRFBP-R2 agonist: 0.9; TAAR1 antag: 9; CHRM5 agonist: 3; M1 PAM parental: 12; CHRM5 antagonist: 5; M4 PAM: 0; CHRM5 PAM: 2; CRFBP-R2 block: -1; TAAR1 agonist: 1

Outcome played no part in choosing rows; about 4.2% have a hit in one of these screens.
